Bioassay records as filed in PubChem BioAssay.
FAK blocker = blocks human focal adhesion kinase activity. Q05397. biochemical FAK kinase activity assay. inhibition, %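 (tested at 7 µM)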. 97,000 compounds, 0.84% hits; in the data active = inhibition above about 19%;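 also: 0% = DMSO and 100% = reference compound high control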
HIV Rev-RRE inh = HIV Rev-RRE protein-RNA interaction inhibition. inhibition, % at 8 µM. P05866. 97,000 compounds, 0.79% hits. Rev peptide-RRE RNA binding, FRET;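 active = inhibition above the screen-wide mean plus 3 SD, cut at about 35% in these data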;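 also: 0% = median DMSO wells and 100% = median Neomycin B control wells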
Target sequence (P05866 whole entry, looked up): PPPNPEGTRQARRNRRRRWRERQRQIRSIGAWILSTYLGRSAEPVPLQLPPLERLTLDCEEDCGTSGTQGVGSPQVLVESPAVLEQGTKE
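Test system: labelled RRE RNA duplex and labelled Rev peptide. Times: 5 min compound–RNA preincubation, then 15 min with peptide, 25 °C. Doses: single-dose 8 µM. Measured by: FRET, excitation 480 nm, emission 540 nm donor and 671 nm acceptor. Measure: % inhibition of FRET ratio versus controls.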
PLK1 kinase inh = blocks human PLK1 kinase activity. P53350. recombinant PLK1 kinase, TR-FRET peptide phosphorylation. inhibition, % at 10 µM. 97,000 compounds, 0.53% hits. AID 619;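 active = inhibition of 50% or more in the single-concentration screen; inactive = inhibition below 50%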;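 also: 0% = DMSO max control and 100% = H-89 dihydrochloride min control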
EphB4 antag = antagonists of human EphB4-ephrin-B2 interaction. EphB4 LBD / TNYL-RAW-Alexa532 peptide, fluorescence polarization. inhibition, % at 7 µM. 97,000 compounds, 0.15% hits. AID 720;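 active = inhibition above the screen-wide mean inhibition plus 3 SD, cut at about 15% in these data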;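 also: 0% = DMSO wells and 100% = excess unlabeled TNYL-RAW peptide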
Target sequence (P54760 whole entry, looked up, the tested form may be a part): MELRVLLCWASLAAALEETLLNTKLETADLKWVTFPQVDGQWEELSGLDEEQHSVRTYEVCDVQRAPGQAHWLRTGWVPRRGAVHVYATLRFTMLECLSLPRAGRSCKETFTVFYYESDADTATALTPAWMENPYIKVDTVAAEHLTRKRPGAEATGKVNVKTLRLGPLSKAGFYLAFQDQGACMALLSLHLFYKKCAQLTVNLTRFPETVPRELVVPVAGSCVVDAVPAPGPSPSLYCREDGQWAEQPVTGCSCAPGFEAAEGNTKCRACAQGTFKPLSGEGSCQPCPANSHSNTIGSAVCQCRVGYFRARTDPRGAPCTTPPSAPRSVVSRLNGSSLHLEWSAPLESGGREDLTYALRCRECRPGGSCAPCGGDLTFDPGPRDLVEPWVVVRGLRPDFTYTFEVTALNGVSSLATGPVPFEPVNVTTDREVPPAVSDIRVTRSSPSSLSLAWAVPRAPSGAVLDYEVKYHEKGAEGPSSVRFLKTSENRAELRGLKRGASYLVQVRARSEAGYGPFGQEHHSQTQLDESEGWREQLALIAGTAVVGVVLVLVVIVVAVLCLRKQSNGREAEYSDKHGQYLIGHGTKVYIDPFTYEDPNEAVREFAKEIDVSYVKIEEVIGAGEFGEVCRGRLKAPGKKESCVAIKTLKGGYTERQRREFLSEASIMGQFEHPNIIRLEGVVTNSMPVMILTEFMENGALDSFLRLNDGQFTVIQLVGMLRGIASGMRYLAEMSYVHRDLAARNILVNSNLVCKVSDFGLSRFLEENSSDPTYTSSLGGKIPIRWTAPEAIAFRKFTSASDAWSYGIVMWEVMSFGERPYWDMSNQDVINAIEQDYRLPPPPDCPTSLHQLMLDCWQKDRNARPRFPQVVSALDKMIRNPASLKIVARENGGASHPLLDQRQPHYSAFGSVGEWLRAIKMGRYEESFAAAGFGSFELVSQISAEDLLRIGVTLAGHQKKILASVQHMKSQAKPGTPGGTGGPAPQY
LYP inh 2 = LYP (human) phosphatase inhibition. 96,000 compounds, 0.21% hits. AID 640. inhibition, % at 2 µM. recombinant LYP catalytic domain, DiFMUP fluorescence;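 active = inhibition at 2 µM at or above a set limit, the screen mean plus 3 SD, cut at about 24% in these data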;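 also: 0% = DMSO with enzyme and 100% = enzyme fully blocked by orthovanadate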
Pyk2 oligo antag = blocks oligomerization of human Pyk2 in cells; Q14289; Q293 cells, Pyk2 FERM NanoBiT luminescence; stronger effect = lower value; z-score (the deposit names both 25 µM and 10 µM); 99,000 compounds, 0.83% hits;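 active = Z-score of -3 or lower, scaled per plate to the spread of control and sample wells; inactive = z-score above -3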;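 also: negative z-score means lost luminescence so less FERM oligomerization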
cytoskel mod = modifiers of cytoskeleton assembly; inhibition, % at 2 µM; HUVEC TNFa F-actin phalloidin imaging, high content; 91,000 compounds, 0.18% hits;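 active = inhibition above the batch mean plus 3 SD and confirmed as a hit by visual image inspection, cut at about 30% in these data, passing the limit was not always enough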; also: strong numbers were not always called active
PTPN22 act = increases human PTPN22 phosphatase activity; activation, % at 2 µM; 96,000 compounds, 0.11% hits; AID 697; recombinant LYP, DiFMUP fluorescence; 0 = plate median, 100 = signal doubled;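 active = activation at 2 µM above a set limit, the mean plus 5 SD, cut at about 37% in these data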
Plk1 PBD FP = Plk1 (human) PBD binding inhibition. inhibition, %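 (tested at about 20 µM)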. P53350. AID 693. Plk1 PBD phosphopeptide binding, fluorescence polarization. 97,000 compounds, 0.13% hits; in the data active = inhibition above about 34%, passing the limit was not always enough
An asterisk follows results filed as active; x = not tested or not shown.

PLK1 kinase inh,EphB4 antag,PTPN22 act,Pyk2 oligo antag,LYP inh 2,cytoskel mod,HIV Rev-RRE inh,Plk1 PBD FP,FAK blocker,Molecule
13,8,27,-1,-30,-5,8,-13,3,COc1ccc(NC(=O)CN2CCN(S(=O)(=O)c3ccc(Cl)cc3)CC2)cc1Cl
0,2,-7,0.22,8,-1,11,-10,1,Cc1cn(Cc2ccccc2)c(=O)[nH]c1=O
-6,1,-3,0.43,2,-22,1,-41,0,c1cnc(N2CCN(Cc3c[nH]c4ccccc34)CC2)nc1
-21,-2,1,-0.83,1,-10,3,-3,1,CCOC(=O)c1sc2nc(N3CCOCC3)c3c(c2c1N)CC(C)(C)N(C)C3
-2,-2,7,0.57,-8,13,10,-21,1,O=C(NNC1=NCCC1)c1ccc(Br)cc1
-10,3,-11,-0.64,13,14,9,1,4,CCCC1(CCC)NC(=O)NC1=O
-16,-5,4,0.36,-6,-8,0,22,2,Cn1c(N2C(=O)CC(Cc3ccccc3)C2=O)nc2ccccc21 (stereo not given)
-5,3,14,0.95,-14,-8,3,-13,1,COc1cc(C)nc(NS(=O)(=O)c2ccccc2)n1
11,5,-6,-0.45,3,-9,50*,-38,-2,C=CCn1c(/N=C/c2ccc(N(C)C)cc2)nc2ccccc21
-16,-1,-1,0.09,4,-7,2,-1,0,Cc1nc(NC(=O)c2ccccc2)sc1-c1csc(NCCc2ccccc2)n1
-3,0,-2,-0.02,2,x,6,28,-1,COc1cc(/C=C2/C(=O)N=C(N)N2C)cc(OC)c1OC
5,-10,-3,x,0,-6,1,-43,-6,CCCCNC(=O)Cn1c2c(c(-c3ccccc3Cl)cc1=O)CCC2
-7,6,-5,-0.2,8,14,11,-14,5,Cc1ccc(NC(=O)C2CC(=O)n3c(nc4ccccc43)N2)cc1 (stereo not given)
-7,-4,6,0.18,-3,-10,1,-6,-6,O=C(NC(=S)NCCN1CCOCC1)c1ccccc1Cl
0,3,10,0.1,-11,-12,10,-14,4,COc1ccc(CCNC(=O)Cn2c(=O)oc3ccccc32)cc1OC

Four entries from above, with each value named.
SMILES: CCCC1(CCC)NC(=O)NC1=O
  PLK1 kinase inh: -10
  EphB4 antag: 3
  PTPN22 act: -11
  Pyk2 oligo antag: -0.64
  LYP inh 2: 13
  cytoskel mod: 14
  HIV Rev-RRE inh: 9
  Plk1 PBD FP: 1
  FAK blocker: 4
SMILES: Cn1c(N2C(=O)CC(Cc3ccccc3)C2=O)nc2ccccc21 (stereo not given)
  PLK1 kinase inh: -16
  EphB4 antag: -5
  PTPN22 act: 4
  Pyk2 oligo antag: 0.36
  LYP inh 2: -6
  cytoskel mod: -8
  HIV Rev-RRE inh: 0
  Plk1 PBD FP: 22
  FAK blocker: 2
SMILES: COc1cc(C)nc(NS(=O)(=O)c2ccccc2)n1
  PLK1 kinase inh: -5
  EphB4 antag: 3
  PTPN22 act: 14
  Pyk2 oligo antag: 0.95
  LYP inh 2: -14
  cytoskel mod: -8
  HIV Rev-RRE inh: 3
  Plk1 PBD FP: -13
  FAK blocker: 1
SMILES: C=CCn1c(/N=C/c2ccc(N(C)C)cc2)nc2ccccc21
  PLK1 kinase inh: 11
  EphB4 antag: 5
  PTPN22 act: -6
  Pyk2 oligo antag: -0.45
  LYP inh 2: 3
  cytoskel mod: -9
  HIV Rev-RRE inh: 50*
  Plk1 PBD FP: -38
  FAK blocker: -2

(cont.)
PLK1 kinase inh,EphB4 antag,PTPN22 act,Pyk2 oligo antag,LYP inh 2,cytoskel mod,HIV Rev-RRE inh,Plk1 PBD FP,FAK blocker,Molecule
-5,1,-6,0.7,4,6,-4,12,-4,Cc1cccc(N2CCN(C(=O)c3cn(C)c(=O)c4c3c3ccccc3n4C)CC2)c1C
-4,6,5,1.1,-4,-1,10,-15,0,Cc1c(NC(=O)C(C)Sc2ccc3ccccc3n2)c(=O)n(-c2ccccc2)n1C (stereo not given)
-14,-5,-9,0.24,8,-8,-1,-14,1,Cc1cc(C)nc(SCc2nnc(SCC(=O)Nc3c(C)cccc3C)o2)n1
-11,-5,0,0.44,-2,1,4,-6,0,COc1cccc(NC(=O)c2ccco2)c1
-12,5,3,-0.6,-6,33,3,24,-2,CC1(C)Cc2cccc(OCC(=O)N3CCN(S(=O)(=O)c4ccccc4)CC3)c2O1
-11,2,-4,-0.34,2,-4,11,6,-1,Cc1nnc(NC(=O)c2ccc(-c3cccc(C(F)(F)F)c3)o2)s1
-8,0,-3,-0.32,1,-8,6,-30,-2,Cc1cc(C)c(-n2c(O)c(C=NCCN3CCOCC3)c(=O)[nH]c2=O)c(C)c1
-7,-5,0,0.46,-1,14,2,27,0,O=S(=O)(/C=C/c1ccccc1)N1CCN(c2ccccc2)CC1
-13,0,-6,x,4,-3,1,18,-5,O=C(C(Cc1ccccc1)n1cccc1)N1CCN(c2ncccn2)CC1 (stereo not given)
0,3,-8,-0.53,9,3,16,-17,2,CCN=C1SC(CC(=O)Nc2ccc(C(F)(F)F)cc2)C(=O)N1CC (stereo not given)
-17,-8,1,-0.71,-2,-6,6,2,3,C=CCN1C(=O)C(C)(C)Nc2ccccc21
-1,-9,3,-0.49,-1,-4,-3,-26,2,Cc1cc(C)n2nc(-c3sccc3-n3c(C)ccc3C)cc2n1
-12,8,2,-0.27,-5,3,5,8,-2,CCc1nc(SCc2ccc(F)cc2)[nH]c(=O)c1C#N
6,6,-6,-0.7,6,x,69*,8,26*,CCN1CCc2c(sc(N)c2C#N)C1
-5,0,-1,-0.12,4,1,9,-19,5,CN(/C=C/C(=O)C(F)(F)C(F)(F)F)Cc1ccccc1
-8,-1,5,-0.5,-8,-16,47*,-14,1,COc1ccc(C2=CC(c3ccc(C)cc3)n3nnnc3N2)cc1 (stereo not given)
-8,-4,5,0.02,-4,13,5,3,-2,CCCN1Cc2cccc(C(=O)NC(C)c3cccs3)c2C1=O (stereo not given)
-9,3,-7,2.3,8,11,11,-18,2,COc1cccc(CNS(=O)(=O)c2cccc(S(=O)(=O)N3CCOCC3)c2)c1
-8,-3,-7,-0.07,6,24,7,26,2,CCCn1c(=O)n(C)c(=O)c2c(SCC(=O)NCc3ccco3)nc(C3CC3)nc21
-12,-2,10,-0.13,-14,-35,6,-1,1,CCC1CC2CC(NC(C)=O)C1C2 (stereo not given)
10,-5,9,0.77,-12,7,6,-4,2,COc1ccc(C=O)cc1COc1c(F)c(F)cc(F)c1F
-4,0,-3,-0.32,2,3,8,-3,0,CCc1ccccc1NC(=O)N[C@H](C(=O)O)C(C)CC (stereo not given in full)
4,-5,1,x,2,-3,4,6,5,CCCCCCC(=O)Nc1nc(C)c(-c2csc(Nc3cc(Cl)ccc3C)n2)s1
-10,-4,-3,-0.89,2,-1,5,-32,3,CCOc1ccccc1N(CC(=O)Nc1ccccc1C(=O)NCc1ccco1)S(C)(=O)=O
-13,-6,-10,0.52,11,0,-1,-19,-1,CN1CN(C)c2cccc3cccc1c23
-5,-3,-4,-0.18,0,-19,-3,12,-2,COC(=O)c1c(-c2ccccc2)csc1NC(=O)c1ccco1
-10,-13,10,0.65,-15,-2,1,29,-1,CCCn1c(=O)c2ccccc2n2c(SCc3c(C(=O)OCC)oc4ccccc34)nnc12
-12,-8,3,-0.62,-2,-4,5,-41,1,O=C(c1ccco1)N1CCN(C(c2ccccc2Cl)c2nnnn2Cc2ccco2)CC1 (stereo not given)
-3,-4,20,1.6,-20,1,6,-8,1,N#Cc1nc(COc2ccc(F)cc2)oc1N1CCN(Cc2ccccc2)CC1
-14,-4,5,-0.77,-6,1,0,4,0,CC1(C)CC2CC(C)(CN2C(=O)c2cccs2)C1 (stereo not given)
4,3,-4,-0.15,2,4,0,-12,-1,Nc1c(NCc2ccccc2)c2ccccc2oc1=O
-10,-6,-17,1.1,17,0,15,-1,0,O=c1[nH]c2cc3c(cc2cc1CN(Cc1ccccc1)Cc1nnnn1Cc1ccco1)OCCO3
-6,11,-2,-0.12,8,-21,7,1,3,Cn1c(Cc2ccccc2)nnc1SCC(=O)N1CCOCC1
-12,4,-1,0.44,1,8,5,-2,-1,O=C(CN1CCCCCC1)Nc1ccc(F)c(F)c1
-2,2,-8,0.33,8,-15,-2,12,0,COCCNC(=O)C1c2ccccc2C(=O)N(CCOC)C1c1ccc(F)cc1 (stereo not given)
-12,0,3,2.5,-4,6,3,-27,2,Cc1ccc(C(=O)Nc2nnc(C)s2)o1
-9,-3,-5,-0.3,3,4,6,10,-1,COc1ccc(OC)c(NC(=O)CCCN2C(=O)C3C4C=CC(C4)C3C2=O)c1 (stereo not given)
-6,3,12,-1.2,-9,15,8,-7,0,Cc1cccc(NS(=O)(=O)c2cccc3nsnc23)c1
-5,-1,3,-0.96,-4,-2,9,4,-1,CCN(CC)C(=O)c1sc(NC(=O)c2ccc(Br)o2)c(C(=O)OC)c1C
-8,-1,2,1.2,0,3,1,-33,-5,O=C(O)Cn1nc(C(F)(F)F)c2c1CCC2
2,2,-6,-1.9,6,5,1,-23,-2,CCOC(=O)c1cc(-c2ccccc2)sc1NC(=O)C(C)Sc1nnnn1C (stereo not given)
-16,5,7,x,-10,-7,5,7,0,COc1ccc(OC)c2c1sc(=NC(=O)C(C)(C)C)n2C
-15,1,-6,0.22,2,-15,7,-21,-1,COc1ccc(C2N3CC4(C)CN2CC(C)(C3)C4O)cc1OC (stereo not given)
-9,1,-10,0.82,12,0,9,16,-1,NC(=O)CC(NC(=S)NCc1ccccc1)C(=O)O (stereo not given)
-7,-1,0,-0.24,-1,14,10,-21,1,CCC1(C)Cc2c(sc3c2c(=O)n(C)c2nnc(SCC(=O)c4ccccc4)n32)CO1 (stereo not given)
-10,-2,6,0.1,-3,17,5,-6,-3,CN(C)S(=O)(=O)c1ccc2c(c1)nc(CCC(=O)NCC1CCCCC1)n2C
9,-3,-2,-0.63,2,0,-1,23,-4,CCNC(=O)CC1C(=O)N(c2ccccc2)C(=O)N1CCc1ccc(OC)cc1 (stereo not given)
-1,6,-8,-1.3,6,-24,5,-8,10,CCC(=O)N(Cc1cc2c(C)cc(C)cc2[nH]c1=O)C1CCCCC1
1,-1,3,0.27,-6,45,2,31,-1,CCN(CC)C(=O)CSc1ccccc1N
-6,1,-4,-0.38,7,-39,0,-20,29*,COC(=O)c1c(C)[nH]c(O)c1C=Nc1ccc(C(C)C)cc1
-12,1,-7,0.37,11,6,9,10,-3,C/C(=N\N=C\c1ccccc1)c1nnn(-c2nonc2N)c1C
-3,-2,0,-0.84,-2,0,4,-14,-3,COc1ccc(OCC(=O)N2CC3(C)CC2CC(C)(C)C3)cc1 (stereo not given)
0,0,5,-0.56,-3,-9,0,2,0,COc1ccc(CNc2nc(NCc3ccc(OC)cc3)n(C(C)=O)n2)cc1
-27,1,6,0.85,-3,29,-3,-9,-11,O=S(=O)(c1ccccc1)c1cnn2c(C(F)(F)F)cc(-c3ccc(F)cc3)nc12
-8,-11,7,0.05,-5,3,3,-11,1,CC(=O)c1c(C)n(CC(=O)NCc2ccc3c(c2)OCO3)c2ccccc12
69*,-1,x,x,x,x,4,7,5,CCCSc1n[nH]c(NC(C)=O)n1
-13,1,8,1.2,-10,26,1,20,-1,Cc1nc2ncnn2c(C)c1CCC(=O)Oc1ccccc1
0,-2,-7,-0.82,9,4,15,6,-1,CCCCOC(=O)Nc1nnc(CCc2ccccc2)s1
20,2,-3,-0.67,1,-22,4,-20,2,Cc1nn2c(-n3ccnc3)c3c(nc2c1-c1ccccc1)CCC3
-10,-4,0,0.1,-1,x,1,-35,-2,CC1(C)CC(=O)C(C(c2ccco2)C2C(=O)CC(C)(C)CC2=O)C(=O)C1
-12,0,9,x,-11,3,0,-16,-2,COc1ccc2[nH]cc(C(O)CN3CCN(c4ccccc4)CC3)c2c1 (stereo not given)
-4,1,-9,0.68,8,-24,5,-3,-2,O=C(OCc1nc2ccccc2s1)c1cccc(S(=O)(=O)N2CCOCC2)c1
